Candida biofilm – clotrimazole potentiators killing Candida biofilms, primary screen, with clotrimazole, Alamar Blue; C. albicans biofilm + clotrimazole; inhibition, % at 6 µM; 85,000 compounds, 0.14% hits; AID 834, 2007;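 active = inhibition above 20%; inactive = inhibition below 20%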;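 note: preformed 24 hr biofilms exposed to compound for 48 hr; 0% = biofilm without compound and 100% = blank killed by clotrimazole plus chlorhexidine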
Rev-RRE block – HIV-1 Rev-RRE binding inhibitors, primary screen, biochemical, FRET, protein-RNA interaction | inhibition, % at 8 µM | P05866 | 97,000 compounds, 0.79% hits | Rev peptide-RRE RNA binding;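 active = inhibition above the screen-wide mean plus 3 SD, cut at about 35% in these data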;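 note: 0% = median DMSO wells and 100% = median Neomycin B control wells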
Target sequence (P05866 whole entry, looked up): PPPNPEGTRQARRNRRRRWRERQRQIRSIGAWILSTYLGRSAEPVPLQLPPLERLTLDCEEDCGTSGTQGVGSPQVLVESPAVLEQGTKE
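Test system – labelled RRE RNA duplex and labelled Rev peptide · Signal – fluorescein-to-Cy5 FRET, 480 nm excitation · Evaluation – % inhibition of FRET ratio versus controls · Benchmarks – DMSO low control, neomycin B high control · Incubation – 5 min RNA-compound premix plus 15 min binding step, 25 °C · Medium – HEPES pH 7.5 salt buffer with EDTA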
Plk1 PBD FP – Plk1 polo box domain binding inhibitors, primary screen, biochemical, fluorescence polarization | Serine/threonine-protein kinase PLK1 (Homo sapiens), P53350 | Plk1 PBD phosphopeptide binding | inhibition, %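 (tested at about 20 µM)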 | 97,000 compounds, 0.13% hits; in the data active = inhibition above about 34%, passing the limit was not always enough
Target sequence (P53350 whole entry, looked up, the tested form may be a part): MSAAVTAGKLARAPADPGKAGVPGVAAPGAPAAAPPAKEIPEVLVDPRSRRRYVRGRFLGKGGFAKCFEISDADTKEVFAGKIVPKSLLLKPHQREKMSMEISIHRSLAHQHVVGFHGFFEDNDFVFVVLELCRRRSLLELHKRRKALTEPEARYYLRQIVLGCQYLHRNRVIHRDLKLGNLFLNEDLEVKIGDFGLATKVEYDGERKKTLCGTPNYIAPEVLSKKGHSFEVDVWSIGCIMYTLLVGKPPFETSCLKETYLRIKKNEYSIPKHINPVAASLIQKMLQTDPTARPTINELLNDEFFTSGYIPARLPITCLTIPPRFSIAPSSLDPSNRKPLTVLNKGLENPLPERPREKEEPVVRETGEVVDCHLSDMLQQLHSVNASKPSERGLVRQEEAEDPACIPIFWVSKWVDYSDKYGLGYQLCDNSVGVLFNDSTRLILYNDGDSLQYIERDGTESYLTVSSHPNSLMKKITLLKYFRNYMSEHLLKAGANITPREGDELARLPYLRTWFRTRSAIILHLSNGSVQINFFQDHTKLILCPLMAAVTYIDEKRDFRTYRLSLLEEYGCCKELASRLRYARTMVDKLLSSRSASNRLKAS
PLK1 kinase inh – human PLK1 kinase inhibitors, primary screen, biochemical, TR-FRET | Serine/threonine-protein kinase PLK1 (Homo sapiens), P53350 | recombinant PLK1 kinase, TR-FRET peptide phosphorylation | inhibition, % at 10 µM | 97,000 compounds, 0.53% hits;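 active = inhibition of 50% or more in the single-concentration screen; inactive = inhibition below 50%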;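 note: 0% = DMSO max control and 100% = H-89 dihydrochloride min control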
CYP2C9 inhib – blockers of cytochrome P450 2C9 activity – biochemical, luminescence, ADME assay, primary screen | P11712 | CYP2C9 Supersomes, luciferin-H conversion | inhibition, % at 5 µM | 96,000 compounds, 20% hits | AID 777, 2007;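 active = blocking of liver enzyme CYP2C9 beyond about 50% at 5 µM, limit read from the data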; note: values of inactives mirror those of a sister screen read the other way
LYP inh 2 – PTPN22 phosphatase inhibitors, primary screen, biochemical, DiFMUP fluorescence, 2 µM; Tyrosine-protein phosphatase non-receptor type 22 (Homo sapiens), Q9Y2R2; recombinant LYP catalytic domain; inhibition, % at 2 µM; 96,000 compounds, 0.21% hits;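 active = inhibition at 2 µM at or above a set limit, the screen mean plus 3 SD, cut at about 24% in these data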;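 note: 0% = DMSO with enzyme and 100% = enzyme fully blocked by orthovanadate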
CYP2C9 activ – human CYP2C9 activators, primary screen, biochemical, luminescence; activation factor at 5 µM; recombinant CYP2C9, luciferin-H conversion; stronger effect = higher value; factor 1 = untreated enzyme, 0 = blocked; AID 1024, 2008; Cytochrome P450 2C9 (Homo sapiens), P11712; 96,000 compounds, 1.4% hits;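 active = activation factor of 2 or more for CYP2C9 at a 5 µM dose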;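 note: 0 = sulfaphenazole-blocked wells and 1 = vehicle-only wells; values of inactives mirror those of a sister screen read the other way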
LYP act – LYP phosphatase activators, primary screen, biochemical, DiFMUP fluorescence, 2 µM; 96,000 compounds, 0.11% hits; AID 697, 2007; activation, % at 2 µM; recombinant LYP; 0 = plate median, 100 = signal doubled;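 active = activation at 2 µM above a set limit, the mean plus 5 SD, cut at about 37% in these data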
EphB4 ephrin blk – EphB4-ephrin-B2 interaction antagonists, primary screen, biochemical, TNYL-RAW peptide probe, fluorescence polarization; EphB4 LBD / TNYL-RAW-Alexa532 peptide; inhibition, % at 7 µM; 97,000 compounds, 0.15% hits;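 active = inhibition above the screen-wide mean inhibition plus 3 SD, cut at about 15% in these data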;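 note: 0% = DMSO wells and 100% = excess unlabeled TNYL-RAW peptide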
Active calls of the source: *; . = no result given.

SMILES	Candida biofilm	Rev-RRE block	Plk1 PBD FP	PLK1 kinase inh	CYP2C9 inhib	LYP inh 2	CYP2C9 activ	LYP act	EphB4 ephrin blk
CC(=O)NC1Sc2ccccc2N=C1c1ccccc1 (stereo not drawn)	5	5	8	-9	37	-5	0.6	3	-1
O=C(NCCN1CCN(c2ccccc2)CC1)C1CCN(S(=O)(=O)c2cccs2)CC1	0	6	9	-7	15	13	0.9	-14	4
CCSc1nnc(NC(=O)Cc2cccc(OC)c2)s1	-4	6	-9	1	35	3	0.6	-2	1
CCOc1ccccc1C1C(C(N)=O)=C(C)Nc2nc(-c3ccccc3Cl)nn21 (stereo not drawn)	-1	8	-14	-1	3	-3	1	2	2
O=C(CSc1nc2ccccc2[nH]1)Nc1ccccc1F	4	4	-9	0	84*	10	0.2	-7	0
CC1CCN(c2ccc(NC(=S)NC(=O)c3ccc(-c4cccc([N+](=O)[O-])c4)o3)cc2)CC1	4	10	7	-12	-7	17	1.1	-18	5
CCOC(=O)c1cc(-c2ccc(/C=N\n3cnnc3)o2)ccc1Cl	8	3	-34	-4	66*	0	0.3	-1	-2
Cc1cccc(NC(=O)NCc2ccc3c(c2)cc(C)n3C)c1	1	8	2	-24	-3	4	1	-6	5
C=CCN1C(=O)CS/C1=C(\C#N)S(=O)(=O)c1ccc(C)cc1	7	9	0	-13	-33	-3	1.3	-1	-4
COc1cc(NC(=O)Cn2nnc(-c3ccncc3)n2)cc(OC)c1	8	4	-4	8	92*	-2	0.1	7	-9
O=c1c(C=Nc2cccc(C(F)(F)F)c2)c[nH]n1-c1cccc(Cl)n1	.	6	-16	-11	15	3	0.8	0	2
COc1ccc(-c2nnc(SCC(=O)NCc3cccs3)n2C)cc1	-2	-2	13	-9	.	8	.	-7	6
CCCCNC(=O)c1ccc2c(c1)ncn2C1CCCC1	3	1	-20	-11	19	2	0.8	-2	-3
O=C(NC1=NCCS1)c1ccncc1	4	5	11	-1	-9	-4	1.1	1	-12
Cc1nnc(N2CCN(c3ccccc3)CC2)c2nn(-c3ccccc3F)c(C)c12	4	13	14	-8	.	-1	.	3	-5
CCCCOC(=O)Cn1c(=N)n(CCN2CCOCC2)c2ccccc21	5	-5	46	-10	.	8	.	-6	-4
CC(C)NC(=O)CSc1nc(-c2cccs2)cc(-c2ccccc2)c1C#N	9	18	-10	-21	.	8	.	-7	-5
COc1ccc(OC)c(S(=O)(=O)N(C)CC(=O)Nc2ccc3c(c2)OCO3)c1	3	3	-3	-2	87*	6	0.1	-10	9
Cc1nnc(NC(=O)c2ccc3c(c2)C(=O)N(CC2CCCO2)C3=O)s1 (stereo not drawn)	8	3	-13	1	-10	2	1.1	-7	-1
Cc1ccc(CNc2nc(N)c([N+](=O)[O-])c(Nc3ccc(F)cc3)n2)cc1	10	6	-2	-5	46	13	0.5	-10	-2

Just CYP2C9 inhib, Candida biofilm and PLK1 kinase inh (4 entries from above):
Molecule	CYP2C9 inhib	Candida biofilm	PLK1 kinase inh
CCCCNC(=O)c1ccc2c(c1)ncn2C1CCCC1	19	3	-11
O=C(NC1=NCCS1)c1ccncc1	-9	4	-1
Cc1nnc(N2CCN(c3ccccc3)CC2)c2nn(-c3ccccc3F)c(C)c12	.	4	-8
CCCCOC(=O)Cn1c(=N)n(CCN2CCOCC2)c2ccccc21	.	5	-10

More structures.
SMILES	Candida biofilm	Rev-RRE block	Plk1 PBD FP	PLK1 kinase inh	CYP2C9 inhib	LYP inh 2	CYP2C9 activ	LYP act	EphB4 ephrin blk
CN1CCN(CP(=O)(N2CCOCC2)N2CCOCC2)CC1	3	7	7	-12	11	4	0.9	-5	2
CCC(Oc1ccccc1)C(=O)Nc1ccccn1 (stereo not drawn)	.	3	10	-6	44	4	0.6	-3	2
Cc1ccc(S(=O)(=O)N(C)Cc2cc3ccccc3[nH]c2=O)cc1	4	9	-21	-12	-4	-5	1	4	-7
Cn1c(SCC(=O)N2CCN(c3ccccc3)CC2)nnc1-c1ccccc1	5	6	-30	-10	4	7	1	-5	10
Cc1cc(C)nc(SCCC(=O)Nc2ccccc2C)n1	.	3	-13	-11	-67	8	1.7	-3	-2
CCCN(Cc1cc2ccc(C)cc2[nH]c1=O)S(=O)(=O)c1ccccc1	7	11	-4	-10	97*	-14	0	13	0
COC(=O)c1ccccc1NC(=O)C1CCCN(S(=O)(=O)c2ccccc2)C1 (stereo not drawn)	9	8	-1	-4	33	-8	0.7	7	5
COc1ccccc1N1CCN(CC(=O)c2c(C)n(C)c3ccccc23)CC1	5	3	2	-5	-64	0	1.6	0	4
CSc1cccc(-n2cc(-c3ccc4c(c3)OCO4)[nH]c2=O)c1	0	9	-17	8	17	15	0.8	-17	3
COCNc1nc(OCC#N)nc(N(C)C)n1	-4	8	-4	-11	-1	-2	1	1	2

Entries shown so far that have a cyano group, in the order listed:
SMILES	Candida biofilm	Rev-RRE block	Plk1 PBD FP	PLK1 kinase inh	CYP2C9 inhib	LYP inh 2	CYP2C9 activ	LYP act	EphB4 ephrin blk
C=CCN1C(=O)CS/C1=C(\C#N)S(=O)(=O)c1ccc(C)cc1	7	9	0	-13	-33	-3	1.3	-1	-4
CC(C)NC(=O)CSc1nc(-c2cccs2)cc(-c2ccccc2)c1C#N	9	18	-10	-21	.	8	.	-7	-5
COCNc1nc(OCC#N)nc(N(C)C)n1	-4	8	-4	-11	-1	-2	1	1	2

More records:
SMILES	Candida biofilm	Rev-RRE block	Plk1 PBD FP	PLK1 kinase inh	CYP2C9 inhib	LYP inh 2	CYP2C9 activ	LYP act	EphB4 ephrin blk
CCCCC(=O)NC(c1cccc([N+](=O)[O-])c1)c1c(OC(C)=O)ccc2ccccc12 (stereo not drawn)	-3	0	-24	-5	.	-12	.	13	-3
Cc1cccc(-c2noc(Cc3ccc(Cl)cc3)n2)c1	0	24	10	-1	56*	2	0.4	-2	-1
Cc1noc(NS(=O)(=O)c2ccc(NC(=O)CS(=O)(=O)c3ccccc3)cc2)c1C	.	7	3	-5	54*	2	0.5	0	3
COC(=O)Cn1cc(C(=O)OC)c2ccccc21	4	1	-28	-11	2	0	1	-2	-6
O=C(Nc1ccccc1C(F)(F)F)C1CC(=O)N(c2ccccc2F)C1 (stereo not drawn)	6	5	2	-3	13	13	0.9	-10	0
CCn1c(SCC(=O)Nc2cccc(C(C)=O)c2)nnc1C(C)C	8	8	16	-18	11	-1	0.9	0	14
Cc1cc(C)cc(OCC(=O)NNC(=O)c2cc3ccccc3oc2=O)c1	.	3	7	-6	-16	9	1.2	-7	-9
COc1ccc(OCC(=O)Nc2sc3c(c2C(=O)NCC2CCCO2)CCC3)cc1 (stereo not drawn)	.	6	-8	-8	95*	5	0	-4	5
CSc1ccc(/C=C/C(=O)c2ccc(NC(=O)Cc3ccccc3)cc2)cc1	.	7	-8	-12	36	3	0.6	0	-5
CCOCCCNC(=S)NNC(=O)CCn1nc(C)c(Br)c1C	.	-1	23	-17	-6	7	1.1	-5	-2
c1ccc(Cc2nnc(Sc3ccccc3)c3ccccc23)cc1	.	15	8	-8	30	3	0.7	0	4
COC(=O)c1ccc(NC(=S)N2CCN(Cc3ccccc3)CC2)cc1	.	-2	20	-2	4	5	1	-2	-1
Cc1csc2c(C#N)c(=O)c3c(n12)CCC3	3	9	-5	-15	10	-7	0.9	6	5
Cc1ccc(NC(=O)CSc2nc3ccccc3c(=O)n2CCCN2CCCCC2)cc1C	11	2	2	-5	63*	-9	0.4	11	0
CC(C)C(c1nnnn1C1CCCC1)N1CCCc2ccccc21 (stereo not drawn)	8	10	0	-5	.	7	.	-4	4
COc1ccc(N(C)C(=O)CCC(=O)Nc2ccc3nc(N4CCOCC4)cc(C)c3c2)c(OC)c1	-3	9	-1	-12	30	-1	0.7	-2	-3
C=CCn1c(SCC(=O)c2cc(C)n(C(C)COC)c2C)nc2sc(C)c(C)c2c1=O (stereo not drawn)	7	3	28	-8	91*	14	0.1	-10	1
OC(COc1ccccc1)CSc1ncn[nH]1 (stereo not drawn)	4	8	5	-1	-6	3	1.1	-6	2
CN1CCN(C/C(=C2/N=C(c3ccccc3)OC2=O)N(C)C)CC1	.	6	-17	-3	-11	2	1.1	2	-1
CCOCCCNC(=O)c1c(C)[nH]c(C(=O)OCC)c1C	7	7	6	-13	-14	8	1.1	-7	3

Full records, looked up by structure. Order of screens: Candida biofilm	Rev-RRE block	Plk1 PBD FP	PLK1 kinase inh	CYP2C9 inhib	LYP inh 2	CYP2C9 activ	LYP act	EphB4 ephrin blk
C=CCn1c(SCC(=O)c2cc(C)n(C(C)COC)c2C)nc2sc(C)c(C)c2c1=O (stereo not drawn) across the screens: 7	3	28	-8	91*	14	0.1	-10	1
CN1CCN(C/C(=C2/N=C(c3ccccc3)OC2=O)N(C)C)CC1 across the screens: .	6	-17	-3	-11	2	1.1	2	-1
OC(COc1ccccc1)CSc1ncn[nH]1 (stereo not drawn) across the screens: 4	8	5	-1	-6	3	1.1	-6	2
c1ccc(Cc2nnc(Sc3ccccc3)c3ccccc23)cc1 across the screens: .	15	8	-8	30	3	0.7	0	4
Cc1csc2c(C#N)c(=O)c3c(n12)CCC3 across the screens: 3	9	-5	-15	10	-7	0.9	6	5

Next part
SMILES	Candida biofilm	Rev-RRE block	Plk1 PBD FP	PLK1 kinase inh	CYP2C9 inhib	LYP inh 2	CYP2C9 activ	LYP act	EphB4 ephrin blk
CC(C)c1ccc(O)c(NC(=O)c2cncc(Br)c2)c1	1	5	-18	-22	40	4	0.6	-5	-6
O=C(Nc1ccccc1C(=O)N1CCOCC1)C1CCCO1 (stereo not drawn)	3	5	23	-3	-16	10	1.2	-7	-1
CCc1c(C)sc(NC(=O)c2ccco2)c1C(=O)N1CCOCC1	2	6	-10	-11	-12	-1	1.1	1	-3
Cc1cc(C)cc(N(C(=O)c2sc(C)nc2C)C(C(=O)NCc2ccco2)c2ccccc2)c1 (stereo not drawn)	.	3	5	-2	24	-4	0.8	8	-2
COc1ccc2[nH]c(=O)c(CNc3ccccc3)cc2c1	-1	16	-3	0	1	7	1	-5	1
O=S(=O)(NCc1csc(-c2cccnc2)n1)c1ccc2c(c1)OCCO2	6	1	-12	-2	22	-13	0.8	11	-9
COc1ccc(CCC(=O)N2CCc3ccccc32)cc1	7	3	-14	-12	-2	2	1	-1	7
CN(C(=O)Cn1nnc(-c2cccc(C(F)(F)F)c2)n1)C1CCCCC1	9	2	15	-14	-79	8	1.8	-6	-3
Fc1ccc(COc2ccc(Cl)cc2/C=N/Nc2nc(N3CCCC3)nc(N3CCCC3)n2)cc1	.	7	-11	-9	-13	16	1.1	-14	2
CCn1c(SCC(=O)Nc2sc3c(c2C#N)CCC(C(C)(C)C)C3)nnc1-c1ccco1 (stereo not drawn)	.	2	5	3	33	15	0.7	-12	-1
Nc1c(S(=O)(=O)c2cccs2)c2nc3ccccc3nc2n1Cc1cccs1	3	7	27	5	33	-7	0.7	7	-7
